Screens from PubChem.
Pf gamet viab: P. falciparum stage V gametocyte viability inhibition | P. falciparum stage V gametocytes, ATP luminescence, 24 h | inhibition, % at 10.9 µM | actives 0.065% (n = 150,000);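 active = inhibition above the mean plus 3 SD of compounds within the control limits, set per campaign, cut at about 38% in these data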;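 note: 0% = DMSO wells and 100% = medium only without gametocytes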
The depositor's hits bear a star. An excerpt; the hit share may differ from the screen's.

How did O=C1CCN(Cc2ccccc2)C=C1c1ccc2ccccc2c1 do in these assays?
Pf gamet viab: 21

What do the screens show for `O=C(NCc1ccccc1)C1CCCN1S(=O)(=O)c1ccc(Cl)cc1` (stereo not drawn)?
Pf gamet viab: -11

What do the screens show for `O=C(NC1=NCCS1)c1ccc(Cl)c(Cl)c1`?
Pf gamet viab: -7

How did COCCC(=O)NC1CCCc2c1cnn2-c1cccc(C)c1C (stereo not drawn) do in these assays?
Pf gamet viab: -11

How did CN(C(=O)c1ccc(NC(=O)C2CCCN(C(=O)OC(C)(C)C)C2)cc1)C1CCCC1 (stereo not drawn) do in these assays?
Pf gamet viab: 9

What do the screens show for `CC1(C(=O)O)CCC(C(=O)Nc2ccc(Cl)c(Cl)c2)C1(C)C` (stereo not drawn)?
Pf gamet viab: 19

How did O=C(c1cccc(C(F)(F)F)c1)N1CCC(=O)N(C(CO)Cc2ccccc2)CC1 (stereo not drawn) do in these assays?
Pf gamet viab: 12

Results for COc1ccc(-c2nc3c(s2)CCc2onc(-c4ccc(OC)cc4)c2-3)cc1 ?
Pf gamet viab: -35

How did CON(C)C(=O)CCN(C(=O)OC(C)(C)C)c1ccccc1 do in these assays?
Pf gamet viab: -16

What do the screens show for `Cn1c(=O)c2c(nc(SCCN3CCOCC3)n2C)n(C)c1=O`?
Pf gamet viab: 6

What do the screens show for `COc1ccccc1C(=O)N/N=C(\C)CC(=O)Nc1ccccc1NC(C)=O`?
Pf gamet viab: -14

How did COCCNC(=O)Cn1cnc2c(cnn2-c2ccc(C)cc2)c1=O do in these assays?
Pf gamet viab: 3

How did COc1ccc(-c2c(-c3cc(OC)cc(OC)c3)n(C)c3ccc(-c4ccc(OC)c(F)c4)cc23)cc1 do in these assays?
Pf gamet viab: -16

Results for O=C(c1c(F)cccc1F)N(C1CCCCC1)C1CCCCC1 ?
Pf gamet viab: 9

Results for C(/C=C/c1ccccn1)=C\c1ccccc1 ?
Pf gamet viab: -8

What do the screens show for `CN(C)CCCN1c2ccc([N+](=O)[O-])cc2CCc2cc([N+](=O)[O-])ccc21`?
Pf gamet viab: -11

What do the screens show for `CCOC(=O)C1=C(COc2ccccc2)NC(=O)NC1c1cccc([N+](=O)[O-])c1` (stereo not drawn)?
Pf gamet viab: 23

How did CC(=O)N1N=C(c2ccc(Cl)cc2)CC1c1ccc([N+](=O)[O-])cc1 (stereo not drawn) do in these assays?
Pf gamet viab: -2

Results for C=CCN1C(=S)CC(c2ccccc2)=Nc2ccccc21 ?
Pf gamet viab: -3

Results for Cc1ccc(OC(C)C(=O)Nc2ccc3c(c2)n(C)c(=O)n3C)cc1C (stereo not drawn) ?
Pf gamet viab: 1

How did NC(=O)CSc1nc2ccccc2c(=O)n1CCc1ccccc1 do in these assays?
Pf gamet viab: -3

What do the screens show for `CC(C)C[C@H](NC(=O)c1nc[nH]c1C(=O)N1CCNCC1)C(=O)OC(C)(C)C`?
Pf gamet viab: 12

How did COc1ccc(C(=O)NCCCn2ccnc2)cc1[N+](=O)[O-] do in these assays?
Pf gamet viab: -2

What do the screens show for `CCCCOc1ccc(NC(=O)C2CC=CCC2C(=O)O)cc1` (stereo not drawn)?
Pf gamet viab: -11

Results for COc1cccc(-c2nc(NCc3ccco3)c3ccccc3n2)c1O ?
Pf gamet viab: -10

What do the screens show for `COc1ccc(/C=N/N2CCN(Cc3ccccc3)CC2)cc1`?
Pf gamet viab: -10

How did CC(C)(CO)NC(=O)c1ccc2nc(Cc3cccc(Cl)c3)oc2c1 do in these assays?
Pf gamet viab: 18

Results for CCN1C(=O)[C@@H]2[C@@H](c3ccc(SC4CCCCC4)c(OC)c3)N3CCCC[C@@]3(C(=O)OC)[C@@H]2C1=O ?
Pf gamet viab: -7

Results for O=C(O)c1ccccc1NS(=O)(=O)c1cccc2nsnc12 ?
Pf gamet viab: 8

What do the screens show for `Cc1ccc(C(C)C)c(OCCn2ccnc2C)c1`?
Pf gamet viab: 6

Results for C[C@H](CO)N1C[C@H](C)[C@@H](CN(C)S(=O)(=O)c2ccc(F)cc2)Oc2ccc(NS(=O)(=O)c3cccs3)cc2C1=O ?
Pf gamet viab: -2

How did O=C(N/N=C/c1ccccc1)c1ccc(-c2ccccc2)cc1 do in these assays?
Pf gamet viab: -24

What do the screens show for `CCN(C(=O)N1CCOCC1)c1ccccc1`?
Pf gamet viab: 12

Results for O=C(Cc1ccccc1)Nc1ccc(NC(=O)c2ccc(Br)cc2)cc1 ?
Pf gamet viab: -6

Results for Clc1ccccc1-c1ccc2ncnc(NCc3cccs3)c2c1 ?
Pf gamet viab: -5

How did CS(=O)(=O)N1CCC(C(=O)Nc2cccc(Br)c2)CC1 do in these assays?
Pf gamet viab: 12

What do the screens show for `COc1cc(OC)c(-c2sc(Nc3ccccc3)n[n+]2-c2ccc(F)cc2)cc1OC`?
Pf gamet viab: -33

Results for COc1cc2sc3cc(NCC[C@@H]4CCCN4C)ccc3c(=O)c2cc1OC ?
Pf gamet viab: -36

What do the screens show for `COCc1cc(=O)[nH]c(N2CCN(c3ccccc3OC)CC2)n1`?
Pf gamet viab: 4

What do the screens show for `Cc1cc(O)c(N=Cc2cc3c(cc2[N+](=O)[O-])OCO3)cc1C`?
Pf gamet viab: -9

How did O=S(=O)(c1ccc2c(c1)OCCO2)C1CCC(S(=O)(=O)c2c(F)cccc2F)CC1 (stereo not drawn) do in these assays?
Pf gamet viab: 12

What do the screens show for `COC(=O)c1sc(NC(=S)NC(=O)c2cc(OC)c(OC)c(OC)c2)nc1C`?
Pf gamet viab: -18

What do the screens show for `CCN(CC)C(=O)c1ccc(CS(=O)(=O)c2ccc(Br)cc2)cc1`?
Pf gamet viab: -16

How did O=[N+]([O-])c1ccccc1/C=C/c1ccc2ccccc2n1 do in these assays?
Pf gamet viab: 13

How did CC(C)CC1Nc2ncnc(N3CCN(c4ccccn4)CC3)c2N(Cc2ccc(Cl)cc2)C1=O (stereo not drawn) do in these assays?
Pf gamet viab: 2

What do the screens show for `O=C(/C=C/c1cccs1)NCc1cccs1`?
Pf gamet viab: -24

Results for C[C@H]1COC(=O)[C@H](CC(=O)OC(C)(C)C)C/C=C\C[C@@H](CC(=O)N[C@H](CO)Cc2ccccc2)C(=O)N1 ?
Pf gamet viab: 7

How did CN(C)C1=NC[C@H](Cc2ccccc2)N1CCc1cccc(F)c1 do in these assays?
Pf gamet viab: -6

What do the screens show for `O=C(Cn1cnc([N+](=O)[O-])c1)c1ccc(Cl)cc1`?
Pf gamet viab: 12

How did CCc1ccc2[nH]c(=O)c(-c3ccccc3)c(O)c2c1 do in these assays?
Pf gamet viab: 1

How did O=C(c1cccc(Cl)c1)N1CCN(Cc2ccccc2)CC1 do in these assays?
Pf gamet viab: 6

What do the screens show for `O=C(N/N=C\c1cccnc1)c1ccccc1O`?
Pf gamet viab: 6

What do the screens show for `COc1ccc(S(=O)(=O)N(C)C[C@@H]2Oc3ccc(NC(=O)Nc4c(C)noc4C)cc3C(=O)N([C@H](C)CO)C[C@@H]2C)cc1`?
Pf gamet viab: 9

How did O=c1oc(C2(O)CCCCC2)cc2ccc(Br)cc12 do in these assays?
Pf gamet viab: 1

What do the screens show for `CC1CCN(CCOc2ccc(C(=O)c3ccccc3)cc2)CC1`?
Pf gamet viab: 0

How did Nc1c2c(nc3ccccc13)CSCC2 do in these assays?
Pf gamet viab: 1

Results for COc1ccc(/C=C/C(=O)O)cc1S(=O)(=O)N1CCCC1 ?
Pf gamet viab: 11

How did CC1CCN(CCNC(=O)c2ccc3c(=O)n(CCc4ccccc4)c(=O)[nH]c3c2)CC1 do in these assays?
Pf gamet viab: 19

Results for COc1ccc(-c2nc3ccccc3nc2-c2ccc(OC)c(OC)c2)cc1OC ?
Pf gamet viab: -9

Results for Cc1cccc(NC(=O)C[n+]2cccc(C)c2)c1 ?
Pf gamet viab: 10

What do the screens show for `COc1ccc2[nH]c(C(=O)N3CCC(CO)(Cc4cccc(C(F)(F)F)c4)CC3)c(C)c2c1`?
Pf gamet viab: -38

Results for COc1ccc(S(=O)(=O)NCC2CCCN(C(=O)CCSC)C2)cc1 (stereo not drawn) ?
Pf gamet viab: 4

Results for Cc1ccc(C(C)NC(=O)c2cccs2)cc1 (stereo not drawn) ?
Pf gamet viab: 6

What do the screens show for `Oc1cncc(Cc2ccccc2)c1`?
Pf gamet viab: 9

How did O=C(c1cccc(Cl)c1)N1CCN(C2CCCCC2)CC1 do in these assays?
Pf gamet viab: -24

What do the screens show for `N#Cc1c(F)cccc1NCCCn1ccnc1`?
Pf gamet viab: -3

How did COC(=O)[C@]1(Cc2ccccc2)N[C@H](c2ccc(-c3ccc(Cl)c(Cl)c3)cc2)[C@@H]2C(=O)N(C)C(=O)[C@@H]21 do in these assays?
Pf gamet viab: -13

Results for Nc1ccn(CC(=O)N2CCN(c3ccccn3)CC2)c(=O)n1 ?
Pf gamet viab: -58

Results for CC(=O)c1cccc(NC(=O)C2COc3ccccc3O2)c1 (stereo not drawn) ?
Pf gamet viab: 0

Results for NNC(=O)c1cc2ccccc2cc1NS(=O)(=O)c1ccccc1 ?
Pf gamet viab: 5

Results for O=C(O)c1cccc(NC(=O)c2ccccc2NC(=O)c2ccccc2F)c1 ?
Pf gamet viab: 14

Results for CC(C)(C)C(=O)N1CCN(c2ccnc3cc(Cl)ccc23)CC1 ?
Pf gamet viab: 7

What do the screens show for `Cc1cc(C)c(C#N)c(Nc2cccc(Br)c2)n1`?
Pf gamet viab: 21

Results for Cc1ccc(-c2csc(NCCn3c(C)nc4cc(C(F)(F)F)ccc43)n2)cc1 ?
Pf gamet viab: -13

What do the screens show for `O=C(CSc1ccc2ccccc2n1)N/N=C/c1ccc(O)cc1`?
Pf gamet viab: -6

How did CS(=O)(=O)N1CCC(C(=O)Nc2ccc(Cl)cc2)CC1 do in these assays?
Pf gamet viab: 28

Results for O=S(=O)(c1ccc(F)cc1)N1CCN(S(=O)(=O)c2cc(F)ccc2F)CC1 ?
Pf gamet viab: 9

What do the screens show for `Cc1cccn2c(=O)c(C=C(C#N)C#N)c(N3CCN(C)CC3)nc12`?
Pf gamet viab: -2

What do the screens show for `COc1ccc(CCCC(=O)NCCc2ccccc2)cc1`?
Pf gamet viab: -12

Results for CCCC(C(=O)NC(C)(C)C)N(Cc1ccc(F)cc1)C(=O)c1snc(C(N)=O)c1N (stereo not drawn) ?
Pf gamet viab: -5

Results for O=Cc1c(NCc2ccccc2Cl)c2ccccc2[nH]c1=O ?
Pf gamet viab: -20

How did CC(C)(C)NC(=O)c1ccc2c(c1)N(CC(=O)N1CCCC1)C(=O)C(C)(C)O2 do in these assays?
Pf gamet viab: 4

How did CCCNC(=O)C1CC(c2ccccc2[N+](=O)[O-])=NO1 (stereo not drawn) do in these assays?
Pf gamet viab: -17

What do the screens show for `CCCCN1CC[C@H]2C=CC[C@@H](C(=O)NCc3ccc(OC)cc3)[C@H]2C1=O`?
Pf gamet viab: -12

Results for CCc1ccc(N=Nc2ccc(O)c3[nH]cnc23)cc1 ?
Pf gamet viab: -20

How did COc1ccc2cc(Br)ccc2c1CC(=O)N1CCCC1 do in these assays?
Pf gamet viab: 6

Results for Cc1ccc(N2C(=O)N3[C@H](c4cccc(C)c4)[C@@H]4C(=O)N(Cc5ccccc5)C(=O)[C@@H]4[C@]3(C)C2=O)cc1 ?
Pf gamet viab: 6

What do the screens show for `N#CC[C@H](Cc1ccccc1)N1CC[C@@H](O)CCC1=O`?
Pf gamet viab: 8

What do the screens show for `O=C(O)C1CCCN1S(=O)(=O)c1cccc(S(=O)(=O)N2CCCC2C(=O)O)c1` (stereo not drawn)?
Pf gamet viab: -5

What do the screens show for `COC(=O)[C@H](CC(C)C)NS(=O)(=O)N(Cc1ccccc1)[C@@H](CC(C)C)C(=O)OC`?
Pf gamet viab: 3

What do the screens show for `CCOc1ccc(-c2cnc3n2CCCCC3)cc1`?
Pf gamet viab: -8

What do the screens show for `COc1cccc(-c2noc(C3CCCN(C(=O)c4ccc(F)cc4)C3)n2)c1` (stereo not drawn)?
Pf gamet viab: 13

Results for Cc1cccc(C)c1OCCn1nnc2ccccc21 ?
Pf gamet viab: 7

How did Cc1cc(NCc2ccc(F)cc2)nc2cc(Cl)ccc12 do in these assays?
Pf gamet viab: -21

Results for O=S(=O)(Nc1ncccn1)c1cc(Cl)ccc1Cl ?
Pf gamet viab: -4

How did O=C(/C=C/c1ccccc1Cl)NC1CCCCC1 do in these assays?
Pf gamet viab: 24

How did Cc1cccc(OCC(O)CN2CCNCC2)c1 (stereo not drawn) do in these assays?
Pf gamet viab: 2

How did C[C@H]1COC(=O)[C@@H](Cc2ccc(F)cc2)C/C=C\C[C@H](CC(=O)NCCO)C(=O)N1 do in these assays?
Pf gamet viab: -47

What do the screens show for `COc1ccc2sc(-c3ccccc3OC)c(-c3ccc4c(c3)OCCO4)c2c1`?
Pf gamet viab: -3

How did C=CCn1c2ccccc2c(=O)c2cc(C#CC3(O)CCCCC3)ccc21 do in these assays?
Pf gamet viab: -30

How did CC(C)(C)OC(=O)N1CCC(CC2CC(c3cccc(Br)c3)=NO2)(C(=O)O)CC1 (stereo not drawn) do in these assays?
Pf gamet viab: -4
